DDE Tn7 FP inh = inhibitors of Tn7 peptide binding to human fibrin DD(E). inhibition, % at 8.3 µM. AID 720508. FP displacement of FITC-Tn7 peptide from fibrin DD(E); 0% = median of compound wells per plate. P02675. 370,000 tested, 0.13% active;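 active = inhibition above the mean of compounds falling within the control limits plus 3 SD of them, cut at about 14% in these data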;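 note: 0% = plate median of compound wells and 100% = 10 µM Aha-Tn7 peptide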
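Measure: % inhibition scaled between sample-field median and high-control FP; Test system: human fibrin DD(E); Quantity: 2 µM final DD(E) protein; Doses: one dose, 8.3 µM nominal; Schedule: compound with protein 10 min, then 3 h after probe, room temperature; Detection: fluorescence polarization; Medium: Tris buffer with calcium and detergent, pH 7.8.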
LEDGF integ inh = blocks HIV-1 LEDGF/p75-dependent DNA integration; TR-FRET IN-LEDGF/p75 DNA integration, Eu/Cy5; inhibition, % at 3.7 µM; 370,000 tested, 0.64% active;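 active = inhibition above the screen-wide mean plus 3 SD, cut at about 13% in these data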;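 note: signal is the Cy5 over europium emission ratio at 671 and 618 nm; 0% = plate median of compound wells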
SIAE primary = inhibitors of human sialic acid acetylesterase SIAE; SIAE FP-Rh probe binding, fluorescence polarization; inhibition, % at 9.66 µM; 370,000 tested, 0.69% active; AID 1053197;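 active = inhibition above a cutoff: mean of compounds within the control limits plus 3 SD of those, cut at about 17% in these data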;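 note: 0% = plate median of compound wells and 100% = probe without SIAE protein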
MBD2 DNA inh = blocks human MBD2 binding to methylated DNA; Q9UBB5; TR-FRET, MBD2 binding to methylated oligonucleotide; inhibition, % at 4.4 µM; 370,000 tested, 0.31% active; AID 686964; in the data active = inhibition above about 13%
Target sequence (Q9UBB5 whole entry, looked up): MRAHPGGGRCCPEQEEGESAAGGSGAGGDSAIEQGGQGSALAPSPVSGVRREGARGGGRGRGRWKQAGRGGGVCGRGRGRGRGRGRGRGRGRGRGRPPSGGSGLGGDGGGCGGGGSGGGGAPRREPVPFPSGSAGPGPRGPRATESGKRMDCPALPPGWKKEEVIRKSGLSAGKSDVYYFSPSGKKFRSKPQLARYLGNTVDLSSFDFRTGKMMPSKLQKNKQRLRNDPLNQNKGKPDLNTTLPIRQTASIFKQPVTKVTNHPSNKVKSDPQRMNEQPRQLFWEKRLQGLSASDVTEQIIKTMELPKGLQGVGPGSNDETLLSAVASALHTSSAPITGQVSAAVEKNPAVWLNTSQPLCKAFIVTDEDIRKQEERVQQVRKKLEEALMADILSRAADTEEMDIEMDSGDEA
TDP2 absorb = TDP2 (human) inhibition, absorbance primary screen. inhibition, % at 12.8 µM. recombinant TDP2, T5PNP hydrolysis, p-nitrophenol absorbance 415 nm. O95551. 370,000 tested, 0.34% active;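 active = inhibition above the mean of all tested compounds plus 3 SD, set per campaign, cut at about 25% in these data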;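 note: 0% = DMSO with enzyme and 100% = buffer with substrate but no TDP2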
Target sequence (O95551 whole entry, looked up): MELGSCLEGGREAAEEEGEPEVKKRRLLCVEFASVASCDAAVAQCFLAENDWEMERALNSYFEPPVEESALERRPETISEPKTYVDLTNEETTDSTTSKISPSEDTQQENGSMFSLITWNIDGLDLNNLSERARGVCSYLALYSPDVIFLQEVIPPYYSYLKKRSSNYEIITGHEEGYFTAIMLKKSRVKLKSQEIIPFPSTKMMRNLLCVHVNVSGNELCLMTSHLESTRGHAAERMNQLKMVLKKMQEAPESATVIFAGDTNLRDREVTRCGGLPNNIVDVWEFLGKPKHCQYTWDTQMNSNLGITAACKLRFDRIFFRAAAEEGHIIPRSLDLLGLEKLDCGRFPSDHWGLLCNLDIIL
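Read-out basis: percent inhibition. System: recombinant human TDP2. Buffer or medium: Mg2+-containing Tris-HCl buffer, pH 7.5. Repeats: single replicate. Timing: reaction 2 h, 37 °C. Benchmarks: high control without enzyme, low control DMSO plus TDP2. Probe or stimulus: 5 mM T5PNP. Doses: 12.8 µM only. Measured by: epi absorbance of p-nitrophenol freed from T5PNP by hydrolysis.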
UHRF1 binding = blocks human UHRF1 binding to methylated DNA. Q96T88. UHRF1 binding to methylated oligo, TR-FRET. inhibition, % at 4.4 µM. 370,000 tested, 0.75% active. AID 687016; in the data active = inhibition above about 21%;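 note: UHRF1 SRA domain binding a hemimethylated CpG hairpin DNA probe; 0% = median of test compound wells and 100% = reference inhibitor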
TCR CD3 inh = blocks the human TCR-CD3 interaction | TAMRA-labeled TCR probe fluorescence, biochemical | inhibition, % at 9.4 µM | 360,000 tested, 0.37% active | AID 651800; in the data active = inhibition above about 19%;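 note: recombinant mutant TCR 2C K166C tagged with TAMRA read by polarization; 0% = receptor in buffer alone and 100% = receptor with positive control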
Tn6 DDE FP = DD(E)-Tn6 binding inhibition, primary FP screen; inhibition, % at 8.3 µM; 370,000 tested, 0.21% active; P02675; Fibrin DD(E) TRITC-Tn6 fluorescence polarization displacement;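 active = inhibition above a per-campaign cutoff: mean of compounds within control limits plus 3 SD, cut at about 15% in these data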;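 note: 0% = median of all compound wells on the plate and 100% = blocking peptide control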
proKLK7 act = activators of human kallikrein-7 zymogen; P49862; purified proKLK7, EDANS-DABCYL substrate fluorescence; 100% is mature enzyme control, 0% vehicle; activation, % at 7 µM; 370,000 tested, 0.9% active; AID 652039;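 active = activation above the mean of all tested compounds plus 3 SD, computed per campaign excluding outliers beyond control limits, cut at about 13% in these data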
Target sequence (P49862 whole entry, looked up): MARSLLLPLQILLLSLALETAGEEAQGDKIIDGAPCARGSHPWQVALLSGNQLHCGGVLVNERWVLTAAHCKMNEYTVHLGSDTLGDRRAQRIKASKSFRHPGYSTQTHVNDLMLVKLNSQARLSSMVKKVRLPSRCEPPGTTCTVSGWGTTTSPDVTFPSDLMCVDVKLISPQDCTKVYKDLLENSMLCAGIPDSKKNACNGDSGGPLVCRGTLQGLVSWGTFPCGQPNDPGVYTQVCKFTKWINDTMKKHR
PRMT1 inh = blocks human protein arginine methyltransferase 1; recombinant PRMT1, activity-based probe fluorescence polarization; inhibition, % at 2.79 µM; 370,000 tested, 1.3% active;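 active = inhibition above about 21% made by adding two undisclosed values, limit read from the data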
* marks the source's active call; other numbers are inactive results; x = no result given.

SMILES	DDE Tn7 FP inh	LEDGF integ inh	SIAE primary	MBD2 DNA inh	TDP2 absorb	UHRF1 binding	TCR CD3 inh	Tn6 DDE FP	proKLK7 act	PRMT1 inh
Cc1cc(S(=O)(=O)Nc2ccc(C(=O)NCC3(N4CCCCC4)CCCCC3)cc2)ccc1F	-1.8	-3.0	-4.2	9.2	1.9	1.2	4.8	-5.9	0.4	4.4
O=C(Nc1ccc(CN2CCOCC2)cc1)c1ccc(F)cc1	-2.2	3.3	-3.6	1.8	-19.0	-3.1	-5.9	-1.8	-0.2	-1.4
O=C(NCc1ccccc1)C(c1ccccc1)N(Cc1ccc2c(c1)OCO2)C(=O)Cc1cccs1 (stereo not drawn)	5.1	-3.8	-12.8	2.9	-7.2	1.9	0.1	-3.6	-0.3	-0.5
O=c1[nH]ccc2c(O)cccc12	4.6	-3.6	5.8	3.2	-1.4	-0.2	-3.6	2.1	-11.3	-3.2
Cc1ccc(S(=O)(=O)N2CCN(C(=O)CSC3CCCC3)CC2)c(C)c1	8.8	-4.6	-3.8	1.9	-15.8	-0.5	3.9	0.7	0.3	0.8
CCCN(CCC)C(=O)/C=C/c1cccc([N+](=O)[O-])c1	1.7	0.5	6.5	4.4	4.8	-2.9	3.0	7.2	0.5	-2.4
COc1ccc(-c2cc(C3CCN(Cc4ccc([N+](=O)[O-])cc4)CC3)[nH]n2)cc1	5.3	-3.4	-4.8	1.4	-8.2	-3.7	-5.4	4.2	0.3	2.0
CCN(CCNC(=O)C1CCN(c2nnc(-n3cccc3)s2)CC1)c1ccccc1	2.1	-2.2	1.9	2.8	-13.0	0.2	1.6	3.0	0.8	3.2
COc1ccc(C(C#N)c2ccc(Cl)nn2)cc1 (stereo not drawn)	-5.0	8.1	5.3	-6.9	5.0	-2.0	5.8	-3.7	-0.1	-3.1
NC(=O)COc1ccc2cc(-c3ccccc3)c(=O)oc2c1	-6.8	-0.5	-2.0	-4.1	3.8	-0.1	-7.0	-5.0	58.8*	5.8
COc1ccc(-c2cc(=O)oc3c(C)c(OCC(=O)Nc4cccnc4)ccc23)cc1	4.3	-3.7	-4.6	2.6	2.6	-0.3	-6.1	0.2	-1.8	0.4
C[C@@H]1CN([C@@H](C)CO)C(=O)c2cc(NC(=O)c3ccncc3)ccc2O[C@@H](C)CCCCO[C@@H]1CN(C)C(=O)Cc1ccccc1	-5.1	1.7	-1.1	1.7	7.5	-0.9	2.4	-2.7	0.0	-7.0
COc1ccccc1CNS(=O)(=O)c1ccc(-n2cnnn2)c(C)c1	1.0	-1.1	-3.5	3.8	2.7	-0.8	-12.6	1.9	-0.2	0.7
COC(=O)c1ccc(NC(=O)C2CC(=O)N(c3ccc(C)cc3)C2)cc1 (stereo not drawn)	-2.7	3.8	1.0	3.5	12.2	-2.5	10.6	0.9	-0.3	-2.5
CCCc1cc(=O)oc2cc(OCC(=O)NCCCN3CCOCC3)c(Cl)cc12	-3.8	-4.1	1.4	0.1	-9.2	-2.4	-2.3	-4.1	1.5	7.8
NC(=O)c1nn(-c2ccc(Oc3ccccc3)cc2)c(=O)cc1O	-0.2	-2.4	-4.0	6.4	-9.2	3.8	-4.3	-7.9	-0.1	12.4
Cc1ccc(C(=O)NNC(=O)c2cc3cc4ccccc4nc3s2)cc1	5.5	1.9	-3.3	6.5	5.2	5.3	-4.8	-1.3	-0.2	-0.1
COC(=O)C1C2C=CC3(CN(CCc4ccccc4)C(=O)C13)O2 (stereo not drawn)	-1.8	2.2	0.5	-4.0	4.5	-0.2	5.4	8.7	0.0	-0.8
CC(C)C(NC(=O)c1cccs1)C(=O)NC1=NCCS1 (stereo not drawn)	0.1	-2.3	3.8	-3.0	12.6	0.2	2.7	-3.2	-0.4	3.8
COc1ccc(Br)cc1CSC(=N)N	-0.6	-5.4	-3.1	-5.8	-3.1	-1.0	6.4	-3.6	0.1	-0.1
CCOC(=O)C1(C)CCCN(C(=O)c2ccc(OC(F)F)cc2)C1 (stereo not drawn)	1.7	-3.5	-1.1	-2.9	1.2	-0.8	-1.9	-2.6	0.1	-1.9
CCCC(C)NCC(=O)Nc1ccccc1-c1ccccc1 (stereo not drawn)	3.9	3.5	-1.1	0.7	3.2	1.6	-3.4	8.4	0.4	3.2
CN(C(=O)/C=C/c1ccccc1)C1CCS(=O)(=O)C1 (stereo not drawn)	1.6	-0.3	-14.7	-1.4	-11.4	-0.2	4.9	5.2	0.2	-2.5
Cc1ccc(S(=O)(=O)NC(=O)NCc2ccc3c(c2)OCO3)cc1	2.3	-0.5	2.3	-0.4	6.0	-2.4	7.0	5.6	0.5	2.2
Clc1ccccc1SCc1nc2ccccc2[nH]1	2.1	0.0	-2.1	-2.1	0.1	-5.4	4.0	-7.0	0.0	-0.9
O=C(N/N=C/c1ccco1)c1cccc(N2CCCC2=O)c1	4.2	-1.4	0.2	-0.2	-0.9	-0.2	6.1	1.1	-0.4	-2.9
O=[N+]([O-])c1cc(Cl)cc(C2=NCCN2)c1	-5.2	0.2	3.1	-2.2	-2.5	0.9	9.2	-2.0	0.3	-1.8
CN(Cc1cccnc1)C(=O)CCCc1c[nH]c2ccccc12	5.7	-7.6	2.2	6.5	-18.9	2.2	-8.9	-4.9	0.8	7.7
O=C(CNC(=O)c1ccco1)NCCCc1ccccc1	-2.6	5.3	-2.3	5.3	-6.2	7.7	-8.9	0.7	-0.4	4.6
C=C(C)[C@@H]1CC=C(C(=O)O)CC1	-2.7	-4.1	1.7	-2.1	0.2	0.2	7.6	1.1	-0.2	-1.8
COc1ccccc1NC(=O)Nc1nc(CC(=O)Nc2ccc(F)cc2)cs1	-0.8	-0.3	-8.4	0.8	-1.7	-1.1	5.8	-3.6	0.2	-1.7
COc1ccc(C2/C(=C(/O)c3ccc(S(=O)(=O)N4CCOCC4)cc3)C(=O)C(=O)N2CCN2CCOCC2)cc1 (stereo not drawn)	-4.0	0.3	2.8	5.2	0.6	-2.0	-1.7	3.6	-0.1	12.7
CCOC(=O)c1cc(CC)sc1N	1.9	-0.6	-0.2	2.8	-2.4	1.7	-5.4	1.5	-0.5	2.1
CCc1ccccc1NC(=S)N(CCOC)C(C)c1ccco1 (stereo not drawn)	4.6	-3.6	8.8	0.6	5.3	-0.2	-8.8	-1.7	0.4	1.4
c1ccc2cc(Cn3ccc4ccc(-c5ccc6cc[nH]c6c5)cc43)ccc2c1	8.5	1.6	7.1	-3.4	-4.3	-3.8	x	-3.2	-2.0	7.5
CCOC(=O)c1c(-c2ccc(C)o2)csc1NC(=S)NC(=O)c1ccc(F)cc1	6.8	0.5	-1.8	-5.3	2.8	-1.7	6.8	2.3	-0.2	4.3
Nc1nc(NCc2ccccc2)nc(Nc2ccc(F)cc2)c1[N+](=O)[O-]	0.5	1.4	-2.8	-2.8	2.4	0.5	7.4	5.4	0.2	0.9
O=C1/C(=C/c2ccc3c(c2)OCO3)SC(=S)N1CCC(=O)N(CCO)c1ccccc1	-1.7	-1.5	-13.1	1.2	-3.2	-1.6	-6.8	3.8	0.0	0.2
CC(C(=O)c1ccc(-c2ccccc2)cc1)[n+]1ccccc1 (stereo not drawn)	-2.9	0.3	10.5	0.3	6.9	2.2	-0.5	7.1	0.5	-0.2
CC(Sc1nncs1)C(=O)NC1CCCCC1C (stereo not drawn)	-1.2	2.4	-2.5	-1.7	17.1	-3.2	2.2	-9.8	-0.5	-3.2
C=CCN1[C@@H](C)COc2cccc(N3CCSCC3)c2S1(=O)=O	-6.7	1.6	-2.4	-0.8	-9.8	2.0	x	10.6	-0.6	0.4
CCOc1ccc(-c2nnc(-c3ccc(OC)cc3)o2)cc1	-3.9	5.5	-5.3	-6.0	0.5	0.1	-1.5	3.0	-0.5	2.0
O=C(Nc1nnc([C@H]2C[C@H](O)[C@@H](CO)O2)s1)Nc1cccc(Cl)c1Cl	-1.9	3.9	-4.0	-0.6	9.8	-1.7	-4.3	-1.5	-0.4	-6.4
CCOC(=O)C(=O)N(Cc1ccccc1)c1ccccc1C(=O)Nc1cc(OC)ccc1OC	1.8	0.4	-7.2	1.0	5.8	1.4	x	5.8	0.4	-1.5
CCOC(=O)c1cnc2nc(C(F)(F)F)[nH]n2c1=O	0.2	-1.7	-1.4	-2.0	-5.6	3.5	4.5	-4.5	0.1	0.6
COc1cccc(NC(=O)C2CCN(S(=O)(=O)c3ccc4c(c3)NC(=O)C(C)S4)CC2)c1 (stereo not drawn)	3.5	3.3	-4.8	2.5	0.8	10.5	3.4	-11.2	-0.1	-1.2
COCCN(CCOC)S(=O)(=O)c1ccc(C(=O)Nc2ccc(S(=O)(=O)Nc3nccc(C)n3)cc2)cc1	2.9	0.5	-5.3	2.1	1.1	3.3	-1.1	0.5	0.8	6.2
Cc1cc(=O)oc2cc(NC(=O)C3CCCC3)ccc12	10.6	-3.8	13.6	3.9	10.3	11.2	-4.0	-0.1	7.4	0.6
CCCSc1nnc(NC(=O)CCc2ccccc2)s1	0.4	-1.3	-3.4	2.2	16.2	-0.4	2.8	-2.4	-0.3	-3.9
CCOc1cc(/C=C(\C#N)c2[nH]nc(N)c2C#N)ccc1O	-1.3	-3.3	-16.2	-9.0	4.6	-8.6	7.9	-10.5	0.0	-3.0
Cc1ccc(S(=O)(=O)N2CCCCC2)cc1NC(=O)CN1CCCC1c1cccs1 (stereo not drawn)	-0.9	-1.9	0.9	-4.4	-0.8	-0.2	3.7	7.0	-0.2	-1.0
COc1ccc2c(CCN3C(=O)c4ccccc4C3=O)c(-c3c(CCN4C(=O)c5ccccc5C4=O)c4ccccc4n3C(=O)OC(C)(C)C)[nH]c2c1	-0.2	-0.5	-4.7	-4.5	13.8	-0.1	x	-2.1	x	5.4
O=C(c1ccco1)n1nc(-c2ccccc2)nc1NCc1ccco1	-3.1	3.8	2.5	-1.5	-0.3	-0.6	5.3	-0.8	0.2	-1.9
O=C(CN1CCC(Cc2ccccc2)CC1)NC(=O)NCc1ccccc1	-5.5	3.2	-0.1	-0.9	-1.7	-2.9	-1.1	-2.6	0.3	-0.7
O=C(c1cc([N+](=O)[O-])ccc1N1CCOCC1)N1CCN(S(=O)(=O)c2ccc(F)cc2)CC1	-4.4	-0.9	5.5	4.4	-2.7	-3.6	-2.0	-1.2	0.1	6.9

Compound activity: PubChem, The Scripps Research Institute Molecular Screening Center
